# E coli growth: reduces bacterial viability in AddAB counter-screen. inhibition, % at 11.9 µM. E. coli V3065 growth, OD600 absorbance, 18 h. hit rate 0.27% among 330,000;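 active means inhibition above the campaign's mean inhibition across all tested compounds plus 3 SD, cut at about 9.9% in these data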;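 further: uninfected addAB+ strain grown without phage in ampicillin broth; 0% = DMSO wells and 100% = ciprofloxacin 0.95 µg/ml wells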
# Tat transport: blocks Tat-dependent protein export in E. coli. AID 488895. hit rate 0.036% among 340,000. E. coli MC4100 TorA-mCherry Tat export, fluorescence. inhibition, % at 10 µM;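 active means mean replicate inhibition at least 50% and at least half of replicates individually reaching 50%; inconclusive means only one of the two criteria met; inactive means neither criterion met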;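 further: exported cargo escapes ClpAP degradation while cytoplasmic cargo is degraded and loses fluorescence; 0% = median of neutral control wells and 100% = median of NaSCN control wells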
# phage Ecoli inh: E. coli growth loss with phage present. inhibition, % at 11.9 µM. growth absorbance. hit rate 0.26% among 360,000; in the data active means inhibition above about 11%
# Rtt109 Vps75: blocks Candida albicans Rtt109/Vps75 acetyltransferase activity; purified Rtt109/Vps75, ThioGlo CoA-SH fluorescence, 4 h; inhibition, % at 34.9 µM; hit rate 0.16% among 330,000; Q5AAJ8;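 active means inhibition of at least 50% in every replicate; inconclusive means best replicate reaches 50% inhibition but some replicates fall short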
# Target sequence (Q5AAJ8 whole entry, looked up): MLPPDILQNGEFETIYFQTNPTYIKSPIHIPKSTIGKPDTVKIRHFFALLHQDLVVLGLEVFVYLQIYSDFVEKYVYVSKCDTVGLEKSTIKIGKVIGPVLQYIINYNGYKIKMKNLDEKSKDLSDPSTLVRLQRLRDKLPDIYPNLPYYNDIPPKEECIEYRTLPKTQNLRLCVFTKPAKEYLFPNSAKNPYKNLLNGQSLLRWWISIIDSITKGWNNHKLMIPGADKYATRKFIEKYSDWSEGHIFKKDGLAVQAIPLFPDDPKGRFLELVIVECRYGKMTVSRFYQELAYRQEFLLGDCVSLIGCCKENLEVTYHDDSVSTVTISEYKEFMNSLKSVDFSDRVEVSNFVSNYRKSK
# AddAB inh: less growth of phage-infected E. coli with AddAB; E. coli expressing H. pylori AddAB, absorbance growth; inhibition, % at 11.9 µM; hit rate 0.29% among 330,000; AID 435030; in the data active means inhibition above about 12%;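 further: 0% = vehicle wells of infected cells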
# PfHsp90 set2: growth inhibition of yeast expressing Plasmodium Hsp90; AID 504621; S. cerevisiae expressing PfHsp90, BacTiter-Glo ATP, 48 h; yeast lacking PDR1 and PDR3 efflux regulators; hit rate 0.32% among 310,000; inhibition, % at 9.4 µM;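 active means every replicate shows inhibition above about 80%, whatever the replicate mean, limit read from the data; inconclusive means mean inhibition reaches the set limit but some replicate falls short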;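 further: 0% = DMSO neutral controls and 100% = 20 µM radicicol positive controls; yeast relying on Plasmodium falciparum Hsp90 in place of its own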
# DAGLB inhibitor: blocks human DAGLB lipase activity; inhibition, % at 5.17 µM; Q8NCG7; hit rate 0.059% among 340,000; HEK293T DAGLB membrane lysate, EnzChek fluorogenic substrate; AID 504411; in the data active means inhibition above about 34%;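 further: 0% = enzyme with vehicle and 100% = wells lacking enzyme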
# Target sequence (Q8NCG7 whole entry, looked up): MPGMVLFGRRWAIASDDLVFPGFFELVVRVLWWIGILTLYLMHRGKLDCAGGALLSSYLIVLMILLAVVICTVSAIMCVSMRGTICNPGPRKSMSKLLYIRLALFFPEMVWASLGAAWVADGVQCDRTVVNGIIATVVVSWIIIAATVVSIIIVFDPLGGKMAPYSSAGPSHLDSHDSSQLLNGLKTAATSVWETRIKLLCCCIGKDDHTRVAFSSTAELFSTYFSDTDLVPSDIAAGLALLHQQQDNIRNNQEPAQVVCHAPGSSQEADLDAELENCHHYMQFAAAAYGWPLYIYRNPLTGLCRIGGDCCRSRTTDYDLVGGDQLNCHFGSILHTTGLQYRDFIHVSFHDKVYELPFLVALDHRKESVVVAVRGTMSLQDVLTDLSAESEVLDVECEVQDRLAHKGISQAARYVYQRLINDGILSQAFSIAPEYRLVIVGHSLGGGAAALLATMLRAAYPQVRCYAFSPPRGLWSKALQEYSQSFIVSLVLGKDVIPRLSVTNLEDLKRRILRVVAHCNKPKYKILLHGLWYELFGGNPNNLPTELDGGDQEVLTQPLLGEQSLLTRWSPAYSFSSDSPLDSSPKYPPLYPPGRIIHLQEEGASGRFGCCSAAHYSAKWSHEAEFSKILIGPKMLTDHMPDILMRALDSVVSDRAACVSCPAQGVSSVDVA
# PvdQ acylase: P. aeruginosa PvdQ acylase inhibition; purified PvdQ acylase, fluorescence plate reader; inhibition, % at 10 µM; hit rate 0.063% among 340,000; in the data active means inhibition above about 30%, passing the limit was not always enough; inconclusive means no clear call, values can overlap the other calls;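 further: 0% = vehicle neutral wells and 100% = reference inhibitor wells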
# Wnt act: activators of Wnt/beta-catenin signaling; Wnt/beta-catenin reporter cell assay, activator, plate reader; activation, % at 9.35 µM; hit rate 1.2% among 300,000; in the data active means activation above about 30%, passing the limit was not always enough; inconclusive means no clear call, values can overlap the other calls;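 further: 0% = neutral control wells and 100% = positive control wells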
# CAL PDZ inh: blocks peptide binding to human CAL PDZ domain | inhibition, % at 20 µM | hit rate 0.02% among 330,000 | purified CAL PDZ, TMR-peptide fluorescence polarization, 1 h | Q9HD26;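 active means highest replicate inhibition of at least 40%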;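 further: plate controls were DMSO neutral control wells for no effect and unlabeled competitor peptide control wells for full effect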
#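 Material: tagged CAL PDZ domain; buffer or medium: 25 mM sodium phosphate pH 7.4, 150 mM NaCl, TCEP, IgG, Thesit; compound dosing: single point, 20 µM; schedule: 1 h incubation at room temperature before polarization reading; measured by: FP readout, S and P plane fluorescence; read-out basis: percent inhibition from loss of millipolarization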
# An asterisk follows results filed as active; ? = inconclusive; . = not tested or not shown.
SMILES,E coli growth,Tat transport,phage Ecoli inh,Rtt109 Vps75,AddAB inh,PfHsp90 set2,DAGLB inhibitor,PvdQ acylase,Wnt act,CAL PDZ inh
CN(c1ccccc1)S(=O)(=O)c1cccc(C(=O)NCCc2ccc(O)c(O)c2)c1,0.3,5,0.2,17,1.6,16,2,-14,-5,-2.0
COc1cc(NC(=O)CCCOc2ccc(Cl)cc2Cl)c(C(=O)O)cc1OC,0.1,-2,1.8,3,1.4,3,3,-8,3,0.9
Cc1cc(N2CCOCC2)nc2ccc(NC(=S)N3CCN(Cc4ccccc4)CC3)cc12,-1.1,9,3.1,0,0.4,5,1,9,?,-0.2
NCc1ccc2[nH]c(=O)[nH]c2c1,-2.3,-3,2.8,-1,1.2,-45,-1,-4,-2,0.5
O=C(C1CCC(C(=O)N2CCc3ccccc32)CC1)N1CCc2ccccc21 (stereo not given),0.5,12,-1.9,-6,0.2,.,1,-6,.,-1.0
Cc1noc(NS(=O)(=O)c2ccc(NC(=O)COc3ccc(C#N)cc3)cc2)c1C,-1.1,2,3.0,-3,-1.5,8,0,12,-5,-0.3
Cc1[nH]c2ccc(C(=O)OCC(=O)NC3(C#N)CCCCC3)cc2c1C,2.2,5,5.4,-11,0.3,0,-1,7,-1,-0.9
CSCCC(NC(=O)COc1cccc2ccccc12)C(=O)O (stereo not given),-1.7,-4,3.1,2,5.3,5,-1,-7,-2,-0.2
CC1CCN(c2nc(-c3cccnc3)nc3scc(-c4ccccc4)c23)CC1,-2.6,1,2.6,-2,-3.0,-14,1,-3,1,-3.7
Cc1cccn2c(=O)c(/C=C(\C#N)C(N)=O)c(Oc3ccccc3)nc12,0.3,4,2.8,18,-1.3,19,0,-1,2,-2.7
O=C(NCc1ccco1)c1cccc(S(=O)(=O)N2CCCCC2)c1,-2.2,-2,-0.4,-2,1.2,11,-1,-9,0,-1.7
CC(C)NC(=O)COc1coc(CN2CCN(c3ccccc3)CC2)cc1=O,0.8,-9,-1.0,-11,2.1,15,2,4,-3,-1.0
CCOc1ccc(CN2CCN(C(=O)c3ccccc3)CC2)cc1,-1.1,6,1.4,-8,0.8,-11,2,-13,17,-3.5
CC(=O)C1=C(C)NC(SCC(N)=O)=C(C#N)C1c1sccc1C (stereo not given),-2.7,1,2.2,-7,-0.6,30,-1,-10,-2,-3.7
CCOc1cc(/C=C2\NC(=S)N(c3c(C)n(C)n(-c4ccccc4)c3=O)C2=O)ccc1O,2.6,1,2.7,26,3.0,7,0,2,-2,1.5
O=C(CSc1nc(-c2ccco2)cc(C(F)(F)F)n1)NCCc1ccccc1,-1.4,7,3.2,8,-4.0,-25,3,10,.,-1.0
O=C(Nc1ccn(CCCNCc2ccccn2)c(=O)n1)OCc1ccccc1,.,2,2.4,2,.,-3,-1,3,-3,0.9
COc1ccc(S(=O)(=O)Nc2c(O)c3ccccc3oc2=O)cc1,4.0,0,-0.3,10,-0.2,10,1,20,-1,-1.9
C[C@@H]1CCC[C@]2(O[C@@H](CCO)C[C@@H](O)[C@@H]2O)O1,-1.0,-8,3.3,-13,2.5,.,-1,-25,-2,0.0
N#Cc1ccc(OCC(=O)NCC2(N3CCCCC3)CCCCC2)cc1,1.9,1,-3.2,-7,1.3,3,-1,-13,-1,-0.9
O=Cc1cc2ccccc2nc1SCc1ccc(Cl)c(Cl)c1,0.4,-5,4.1,-5,2.4,-56,-3,-7,.,0.3
COc1ccc(CN(C)C(C)C(=O)Nc2ccc(S(=O)(=O)N3CCCCC3)cc2)cc1F (stereo not given),0.7,6,2.3,-13,1.6,.,-6,-4,34*,0.8
CC(C)(/C=N/O)/[N+]([O-])=C/c1ccccc1C(F)(F)F,1.6,-4,-2.0,-2,0.0,3,-1,-12,.,-1.0
CSCC[C@H](NC(=O)[C@@H]1Cc2ccccc2CN1)C(=O)Nc1ccc2c(c1)OCO2,-0.3,-8,2.0,9,1.8,12,4,0,2,-0.7
CCOc1cccc(NC(=O)C2CCCN(S(=O)(=O)c3ccc(-n4cnnn4)cc3)C2)c1 (stereo not given),-3.5,4,2.2,-7,2.5,.,-7,-9,-4,0.6

# Carrying on.
SMILES,E coli growth,Tat transport,phage Ecoli inh,Rtt109 Vps75,AddAB inh,PfHsp90 set2,DAGLB inhibitor,PvdQ acylase,Wnt act,CAL PDZ inh
O=S(=O)(NCC1CCCO1)c1ccc2oc3ccc(S(=O)(=O)NCC4CCCO4)cc3c2c1 (stereo not given),-0.6,3,1.5,1,2.0,-7,0,-6,.,-1.9
COc1cc(C(=O)Nc2cc(-c3nc4cc(C)ccc4o3)ccc2C)cc(OC)c1OC,-0.6,1,2.0,5,4.1,-7,2,-12,1,-0.5
C[C@H](CO)N1C[C@H](C)[C@@H](CN(C)S(=O)(=O)c2cn(C)cn2)Oc2ccc(NC(=O)Nc3ccc4c(c3)OCO4)cc2C1=O,-0.7,9,2.1,-7,0.7,49,1,-5,0,0.7
COc1ccc(NC(=O)C(=O)NCCN2CCN(C(=O)c3cccc(Br)c3)CC2)cc1,1.3,-3,1.7,-11,1.2,4,0,-8,-3,0.2
Cc1nnc(C)n1/N=C/c1c(O)ccc2ccccc12,1.2,6,0.7,-6,0.8,-12,2,-7,0,0.7
CC(=O)Nc1ccc(C(=O)OCC(=O)N(C)C2CCCCC2)cc1,0.6,1,0.1,-2,0.3,2,-1,-8,2,-1.0
COc1ccc(NC(=O)COC(=O)C2CC3C=CC2C3)cc1 (stereo not given),3.2,-6,2.2,4,4.2,-5,0,-10,23,0.0
COc1ccc(OCCn2ccnc2C)cc1,-0.8,-3,1.2,-2,-0.4,6,0,-8,-1,0.0
CCCCCCCCCCCCCCCC(=O)NCCc1c[nH]c2ccccc12,0.0,-1,2.1,8,2.5,-4,-1,5,0,0.3
Cc1ccccc1NC(=O)NCC1CCN(c2ccc(S(=O)(=O)N3CCOCC3)cc2)CC1,-1.4,-3,0.0,6,0.5,-46,2,4,-7,-0.3
OC1C2CCC(C2)C1CN1CCOCC1 (stereo not given),.,-6,2.7,-5,.,4,1,2,-2,-0.5
Clc1ccc(C(c2nnnn2C2CCCC2)N2CCN(c3nc4ccccc4s3)CC2)cc1 (stereo not given),-1.6,0,0.2,-2,0.9,-19,3,-5,-1,-2.5
COC(=O)CC(NC(=O)c1ccc(C)cc1)c1ccccc1 (stereo not given),-1.8,-6,-1.0,-1,-0.1,13,-1,-12,.,-0.5
Cc1ccc(Cl)c(OC(=O)Cn2cnc3c2c(=O)n(C)c(=O)n3C)c1,-1.1,-3,3.8,0,1.4,20,-4,-13,0,-2.3
Fc1c(F)c(F)c(CSc2nc3ccccc3[nH]2)c(F)c1F,0.8,1,2.2,0,0.2,-6,-3,-2,12,-0.6
CN(c1ccccc1C(N)=O)S(=O)(=O)c1ccccc1,0.0,6,4.9,-4,1.4,-7,-1,-8,0,-0.7
O=C(O)CCN1CCc2ccccc2C1c1cccs1 (stereo not given),-1.3,-4,5.0,-1,-0.4,-8,-1,-12,-2,0.0
CC(C)(C)OC(=O)NCCc1nnc(SCc2cccc(Cl)c2)o1,-0.5,-3,-1.7,4,0.8,-20,-6,-12,-4,-1.1
CCOC(=O)c1c(NC(C)=O)sc2c1CCC(C=NCCCN(CC)CC)=C2Sc1ccccc1,-1.6,1,.,-9,0.5,9,5,-2,.,0.2
CC1CCCC(NC2CCCCNC2=O)C1 (stereo not given),2.5,0,4.3,-9,2.8,-5,1,-7,-6,-1.0
CC1(C)Cc2c(sc3nc4n(c(=O)c23)CCC4)CO1,0.9,-6,1.5,-2,3.3,-5,-1,-7,.,-0.9
CC(Oc1ccc(Cl)cc1)C(=O)Nc1ccc(S(=O)(=O)N2CCOCC2)cc1 (stereo not given),0.8,6,2.0,14,0.2,15,-1,-11,-2,-1.7
Cc1ccccc1CN(c1ccc(C(=O)NCc2ccccn2)cc1)S(C)(=O)=O,-0.8,2,1.5,-8,-1.1,-7,1,-14,-2,-3.1
CC(OC(=O)CSc1ccc([N+](=O)[O-])cc1)C(=O)NCc1ccco1 (stereo not given),1.9,-4,0.9,-2,0.0,-17,3,-5,1,-0.7
Cc1ccc(C)c(NC(=O)CCN2CCCC(C)C2)c1 (stereo not given),2.1,2,1.6,-18,2.4,-3,-1,-10,-1,1.0

# Next section:
SMILES,E coli growth,Tat transport,phage Ecoli inh,Rtt109 Vps75,AddAB inh,PfHsp90 set2,DAGLB inhibitor,PvdQ acylase,Wnt act,CAL PDZ inh
CN1CCN(Cc2cc(=O)oc3ccc(Cl)cc23)CC1,0.6,20,2.3,-2,3.6,-16,0,-9,1,-1.9
COc1cc(/C=N/NC(=O)c2cccc3ccccc23)cc(OC)c1O,.,-2,2.4,1,.,-8,1,10,-1,0.7
Cc1noc(C)c1C(=O)Nc1ccc(N(C)C)cc1,0.2,-18,0.2,-7,-4.5,8,2,-12,0,3.8
O=C(NCC(=O)N1CCN(Cc2ccccc2)CC1)c1ccc(Cl)cc1,-1.4,-4,3.3,8,-0.3,-28,-4,-6,2,-1.6
COc1ccc(C(=O)C2CCN(C(=S)NCCc3ccc(OC)c(OC)c3)CC2)cc1,1.1,2,2.5,-5,3.3,3,-2,-18,-1,-0.2
CCCn1c(=O)[nH]c(=O)c2c1nc(-c1ccc3c(c1)OCCO3)n2CCN1CCOCC1,-1.8,2,0.8,-1,-1.0,7,-2,5,.,0.2
CC(=O)NC(=S)Nc1ccc(NC(=S)NC(=O)c2cccs2)cc1,-0.8,20,0.4,-3,6.3,8,-2,-6,0,-0.8
N#CCSc1nnc(-c2sc3ccccc3c2Cl)o1,-0.5,1,0.7,-11,2.5,-6,-7,1,.,-3.6
CC(=O)NCCc1nc2cc(NC(=O)c3ccc(F)cc3)ccc2n1C,.,-6,-0.7,-6,.,-8,27,-2,10,0.1
Cc1ccc(C2=CN(Cc3ccccc3)CCC2=O)cc1,-0.5,-5,-1.8,-2,1.2,6,1,-3,0,-0.6
CCOC(=O)CN(C(=O)Cn1nnc(-c2ccc(OC)cc2)n1)C(C(=O)NC1CCCC1)c1ccc(F)cc1 (stereo not given),-3.9,9,0.8,30,-0.6,6,-5,10,-3,-3.3
O=C(COC(=O)C1CCN(C(=O)c2ccc(Cl)cc2)CC1)NC1CCS(=O)(=O)C1 (stereo not given),-1.1,-2,0.8,13,4.5,3,0,3,0,-0.8
COc1ccc(Cl)cc1S(=O)(=O)N1CCN(C(=O)COc2ccccc2)CC1,0.0,14,-1.1,4,0.8,-5,-1,-11,-2,-2.9
O=C(CN(C(=O)CNS(=O)(=O)c1ccc(F)cc1)c1ccc(F)cc1)NCc1ccco1,1.9,4,1.1,-9,2.2,-3,1,-11,-2,0.6
CC(=O)c1ccc(NC(=O)c2ccc3nc(-c4ccco4)c(-c4ccco4)nc3c2)cc1,-3.0,3,.,2,0.0,-3,11,-3,.,.
O=C(CN1CCN(c2ncccn2)CC1)NCCC1=CCCCC1,-1.7,1,-4.7,-13,0.1,3,1,-1,-2,-4.9

# 3 structures from above, sorted by length of the SMILES, descending.
SMILES,E coli growth,Tat transport,phage Ecoli inh,Rtt109 Vps75,AddAB inh,PfHsp90 set2,DAGLB inhibitor,PvdQ acylase,Wnt act,CAL PDZ inh
N#Cc1ccc(OCC(=O)NCC2(N3CCCCC3)CCCCC2)cc1,1.9,1,-3.2,-7,1.3,3,-1,-13,-1,-0.9
O=C(O)CCN1CCc2ccccc2C1c1cccs1 (stereo not given),-1.3,-4,5.0,-1,-0.4,-8,-1,-12,-2,0.0
NCc1ccc2[nH]c(=O)[nH]c2c1,-2.3,-3,2.8,-1,1.2,-45,-1,-4,-2,0.5
